PKA-R1A act: PKA-R1A complex activation; PKA-R1A dissociation, Cy5-IP20 fluorescence polarization; scaled: DMSO 0%, 113 µM cGMP 100%; activation, % at 11.4 µM; actives 0.083% (n = 340,000);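 active = percent activation above the mean of all tested compounds plus 3 SD, cut at about 19% in these data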;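 also: higher means more PKAc released from R1A so a rise in polarization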
Arr AP2 block: human beta-arrestin and AP2 interaction inhibition. FITC-arrestin peptide / GST-AP2 beads, flow cytometry; AP2 beta2 appendage carries R879A mutation. AID 504490. actives 0.31% (n = 340,000). inhibition, % at 10 µM;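 active = inhibition above a set limit, near 3 SD of compounds lacking own fluorescence, cut at about 54% in these data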;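 also: plate controls were DMSO wells for no effect and 5 µM unlabelled arrestin peptide for full effect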
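Assay system: GST-AP2 R879A bound to glutathione beads, E. coli-expressed; Medium: PBS with 0.05% Tween 20 and 0.1% BSA; Also added: fluorescein-tagged arrestin peptide at 50 nM final; Timing: 12 min plus 1 h, RT; Measured by: flow cytometry, FL1 (488/535 nm); Evaluation: percent drop in bead-associated FITC signal.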
Tat transport: inhibitors of E. coli Tat protein transport. inhibition, % at 10 µM. actives 0.036% (n = 340,000). E. coli MC4100 TorA-mCherry Tat export, fluorescence;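 active = mean replicate inhibition at least 50% and at least half of replicates individually reaching 50%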;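 also: exported cargo escapes ClpAP degradation while cytoplasmic cargo is degraded and loses fluorescence; 0% = median of neutral control wells and 100% = median of NaSCN control wells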
phage Ecoli inh: E. coli growth loss with phage present. growth absorbance. inhibition, % at 11.9 µM. actives 0.26% (n = 360,000); in the data active = inhibition above about 11%
AddAB inh: less growth of phage-infected E. coli with AddAB. AID 435030. actives 0.29% (n = 330,000). E. coli expressing H. pylori AddAB, absorbance growth. inhibition, % at 11.9 µM; in the data active = inhibition above about 12%;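 also: 0% = vehicle wells of infected cells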
DSG3 Ab inh: human desmoglein-3 autoantibody binding inhibition. P32926. DSG3-coupled beads, scFv-anti-DSG3-GFP binding, flow cytometry; active compounds read low. binding (percent of control), % at 10 µM. actives 0.48% (n = 310,000). AID 588358;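 active = binding more than 3 SD below its plate's average and above zero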;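 also: hits lower antibody fragment binding to DSG3; some compounds called inactive have numbers as strong as hits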
MOR-DOR inv ag: inverse agonists of human mu-delta opioid receptor heterodimerization; actives 0.21% (n = 340,000); cell-based MOR-DOR heterodimer luminescence, inverse agonism; inhibition, % at 9.3 µM; in the data active = inhibition above about 22%, passing the limit was not always enough;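 also: 0% = cells with DMSO and 100% = wells without cells with DMSO; values of inactives mirror those of a sister screen read the other way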
Target sequence (P35372 whole entry, looked up): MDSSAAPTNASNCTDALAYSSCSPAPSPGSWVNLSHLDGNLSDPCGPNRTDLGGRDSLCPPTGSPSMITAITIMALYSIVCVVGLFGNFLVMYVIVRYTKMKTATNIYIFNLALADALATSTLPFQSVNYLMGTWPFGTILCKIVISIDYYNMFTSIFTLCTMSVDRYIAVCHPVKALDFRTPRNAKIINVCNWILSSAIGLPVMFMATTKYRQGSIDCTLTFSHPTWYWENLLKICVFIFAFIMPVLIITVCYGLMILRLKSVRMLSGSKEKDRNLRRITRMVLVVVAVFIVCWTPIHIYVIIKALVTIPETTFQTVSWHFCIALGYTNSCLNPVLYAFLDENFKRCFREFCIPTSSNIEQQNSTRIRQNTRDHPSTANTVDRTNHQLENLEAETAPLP
Target sequence (P41143 whole entry, looked up): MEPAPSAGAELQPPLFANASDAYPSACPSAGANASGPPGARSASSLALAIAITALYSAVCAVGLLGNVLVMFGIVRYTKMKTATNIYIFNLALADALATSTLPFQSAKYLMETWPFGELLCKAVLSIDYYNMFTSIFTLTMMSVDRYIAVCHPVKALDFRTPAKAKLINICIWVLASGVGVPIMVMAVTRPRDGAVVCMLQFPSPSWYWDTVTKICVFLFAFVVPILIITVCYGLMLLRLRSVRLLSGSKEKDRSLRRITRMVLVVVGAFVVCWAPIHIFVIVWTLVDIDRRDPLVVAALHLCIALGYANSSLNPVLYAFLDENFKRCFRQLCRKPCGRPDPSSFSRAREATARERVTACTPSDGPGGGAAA
SUMO Mot1 rescue: SUMOylation pathway inhibition by Mot1-301 growth rescue; actives 1% (n = 320,000); growth rescue, % at 18.8 µM; AID 2716; S. cerevisiae Mot1-301 growth rescue, ATP luminescence, 38.5C; percent above DMSO median, 100 means doubled;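 active = every valid replicate shows activation above 250% relative to neutral control wells; inactive = the rest, any valid replicate at or below 250%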;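 also: OY570 slx delta 5 strain wells were the positive control but not used for scaling; some compounds called inactive have numbers as strong as hits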
Ecoli viability: counter-screen for AddAB inhibitors: E. coli growth inhibition; E. coli V3065 growth, OD600 absorbance, 18 h; inhibition, % at 11.9 µM; actives 0.27% (n = 330,000); AID 449728;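 active = inhibition above the campaign's mean inhibition across all tested compounds plus 3 SD, cut at about 9.9% in these data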;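 also: uninfected addAB+ strain grown without phage in ampicillin broth; 0% = DMSO wells and 100% = ciprofloxacin 0.95 µg/ml wells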
PfHsp90 yeast 2: reduces growth (ATP signal) of yeast expressing P. falciparum Hsp90; S. cerevisiae expressing PfHsp90, BacTiter-Glo ATP, 48 h; yeast lacking PDR1 and PDR3 efflux regulators; inhibition, % at 9.4 µM; actives 0.32% (n = 310,000); AID 504621;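 active = every replicate shows inhibition above about 80%, whatever the replicate mean, limit read from the data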;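 also: 0% = DMSO neutral controls and 100% = 20 µM radicicol positive controls; yeast relying on Plasmodium falciparum Hsp90 in place of its own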
MOR-DOR ag: agonists of human mu-delta opioid receptor heterodimerization; AID 504326; actives 0.3% (n = 340,000); activation, % at 9.3 µM; cells, OPRM1-OPRD1 heterodimerization, luminescence; P35372+P41143; in the data active = activation above about 18%;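 also: 0% = vehicle-treated cells and 100% = reference agonist; values of inactives mirror those of a sister screen read the other way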
* = called active by the depositor; i = inactive; x = not tested or not shown.

Preview, 11 compounds:
The line under a structure holds: PKA-R1A act	Arr AP2 block	Tat transport	phage Ecoli inh	AddAB inh	DSG3 Ab inh	MOR-DOR inv ag	SUMO Mot1 rescue	Ecoli viability	PfHsp90 yeast 2	MOR-DOR ag
> O=C(Nc1nnc(SCC(=O)N2CCOCC2)s1)C1CC(=O)N(c2ccc(F)cc2)C1 (centres undefined)
 : -1	0	2	-2.8	-1.2	88	12	5	-0.8	21	-2.3
> Cc1ccc(-n2cnnn2)c(S(=O)(=O)N2CCOCC2)c1
 : 4	-9	1	-0.6	1.2	103	14	-3	2.4	20	-2.5
> COc1ccccc1Nc1nc(N(C)c2ccccc2)nc(N)c1[N+](=O)[O-]
 : 5	-16	-1	x	x	93	1	29	x	6	-0.2
> CC12CC3CC(C)(C1)CC(C(=O)N1CCN(C(=O)C4CCCO4)CC1)(C3)C2 (centres undefined)
 : -2	33	6	3.7	-1.8	121	-7	-10	-3.2	9	1.3
> Cc1cccnc1NC(=O)CNC(=O)c1ccccc1
 : -12	-3	-13	0.0	0.7	x	2	16	1.1	-11	-0.5
> O=C(CN(c1ccc2c(c1)OCCO2)S(=O)(=O)c1ccccc1)NCc1ccco1
 : 6	2	-11	1.9	-1.4	x	11	521	-3.8	16	-2.1
> Cc1cc(NC(=O)C2CCC2)n(-c2ccccn2)n1
 : -11	15	-5	2.5	-0.9	76	18	-6	-2.6	9	-3.4
> COc1ccc(NC(=O)NCCc2c[nH]c3ccccc23)c(OC)c1
 : 2	5	-4	1.6	x	100	15	14	x	1	-3.4
> O=[N+]([O-])c1ccc(NCc2ccccn2)nc1
 : 1	12	-4	3.0	1.3	96	3	-7	0.7	-3	-0.4
> O=C(Cn1cnc2ccccc2c1=O)c1ccc(OC(F)F)cc1
 : -1	-2	-12	-1.1	2.8	39*	3	513*	1.1	18	-0.5
> Cc1ccc(S(=O)(=O)Nc2cccc3c2CCCC3)cc1
 : -7	20	5	1.2	0.8	99	-8	206	-0.6	14	1.6

Results (from the top)
The line under a structure holds: PKA-R1A act	Arr AP2 block	Tat transport	phage Ecoli inh	AddAB inh	DSG3 Ab inh	MOR-DOR inv ag	SUMO Mot1 rescue	Ecoli viability	PfHsp90 yeast 2	MOR-DOR ag
> O=C(Nc1nnc(SCC(=O)N2CCOCC2)s1)C1CC(=O)N(c2ccc(F)cc2)C1 (centres undefined)
 : -1	0	2	-2.8	-1.2	88	12	5	-0.8	21	-2.3
> Cc1ccc(-n2cnnn2)c(S(=O)(=O)N2CCOCC2)c1
 : 4	-9	1	-0.6	1.2	103	14	-3	2.4	20	-2.5
> COc1ccccc1Nc1nc(N(C)c2ccccc2)nc(N)c1[N+](=O)[O-]
 : 5	-16	-1	x	x	93	1	29	x	6	-0.2
> CC12CC3CC(C)(C1)CC(C(=O)N1CCN(C(=O)C4CCCO4)CC1)(C3)C2 (centres undefined)
 : -2	33	6	3.7	-1.8	121	-7	-10	-3.2	9	1.3
> Cc1cccnc1NC(=O)CNC(=O)c1ccccc1
 : -12	-3	-13	0.0	0.7	x	2	16	1.1	-11	-0.5
> O=C(CN(c1ccc2c(c1)OCCO2)S(=O)(=O)c1ccccc1)NCc1ccco1
 : 6	2	-11	1.9	-1.4	x	11	521	-3.8	16	-2.1
> Cc1cc(NC(=O)C2CCC2)n(-c2ccccn2)n1
 : -11	15	-5	2.5	-0.9	76	18	-6	-2.6	9	-3.4
> COc1ccc(NC(=O)NCCc2c[nH]c3ccccc23)c(OC)c1
 : 2	5	-4	1.6	x	100	15	14	x	1	-3.4
> O=[N+]([O-])c1ccc(NCc2ccccn2)nc1
 : 1	12	-4	3.0	1.3	96	3	-7	0.7	-3	-0.4
> O=C(Cn1cnc2ccccc2c1=O)c1ccc(OC(F)F)cc1
 : -1	-2	-12	-1.1	2.8	39*	3	513*	1.1	18	-0.5
> Cc1ccc(S(=O)(=O)Nc2cccc3c2CCCC3)cc1
 : -7	20	5	1.2	0.8	99	-8	206	-0.6	14	1.6
> CN1CCN(c2ccc(NC(=O)c3ccc(-c4ccccc4F)o3)cc2)CC1
 : 8	-6	4	2.4	-1.0	x	i	33	-1.4	16	158*
> OCC1CCCN(c2nc(CN3CCCCC3)nc3scc(-c4ccccc4)c23)C1 (centres undefined)
 : 3	-2	-12	2.8	-1.3	112	27	7	-0.9	-36	-5.8
> COc1cccc(/C=C/C(=O)NCc2cn3cc(Cl)ccc3n2)c1OC
 : -4	-20	10	2.0	2.6	102	-3	40	2.0	-52	0.6
> CCOC(=O)/C(=N/Nc1ccccc1)Sc1nnnn1-c1ccc(C)cc1
 : 1	6	-6	2.9	-1.7	101	-24	-10	-0.9	2	4.1
> O=C(Nc1cccc(-c2cscn2)c1)C1CCN(Cc2ccccn2)CC1
 : -14	-3	0	0.6	x	103	1	x	x	21	-0.3
> CCOc1ccc(N(C(=O)c2cnsn2)C(C(=O)NC2CCCCC2)c2ccncc2)cc1 (centres undefined)
 : -2	20	-2	2.5	2.5	106	-3	-5	1.2	14	0.5
> Cc1cc(-c2n[nH]c(=S)n2/N=C/c2cc([N+](=O)[O-])ccc2Cl)n[nH]1
 : 0	38	-2	2.5	x	99	-12	x	x	-26	2.3
> CCOC(=O)C(C)c1c(C)[nH]c(=S)[nH]c1=O (centres undefined)
 : -7	18	10	3.3	1.4	109	13	-17	2.2	-6	-2.3
> O=C(COC(=O)CCN1C(=O)C2CC=CCC2C1=O)Nc1ccc(Cl)cc1F (centres undefined)
 : -8	16	-5	2.0	-0.8	96	-17	16	-2.3	6	4.1

More records.
The line under a structure holds: PKA-R1A act	Arr AP2 block	Tat transport	phage Ecoli inh	AddAB inh	DSG3 Ab inh	MOR-DOR inv ag	SUMO Mot1 rescue	Ecoli viability	PfHsp90 yeast 2	MOR-DOR ag
> O=C(O)c1ccccc1-c1ccccc1C(=O)NNc1ccccc1
 : -6	2	-2	2.0	-2.0	85	16	68	0.2	16	-3.1
> CS(=O)(=O)OCCCCOS(C)(=O)=O
 : -12	-4	-10	0.7	-0.6	99	3	2	0.4	-2	-0.6
> O=C(COC(=O)[C@@H]1CC(O)CN1S(=O)(=O)c1ccccc1[N+](=O)[O-])c1ccccc1 (some centres undefined)
 : -6	17	-4	3.1	0.2	99	1	3	0.2	-27	-0.2
> CC1Cc2cc(/C(O)=C3\C(=O)C(=O)N(CCN4CCOCC4)C3c3ccccc3F)ccc2O1 (centres undefined)
 : -8	25	-1	2.6	3.6	105	10	9	0.6	2	-2.5
> COc1cc2ccccc2cc1C(=O)OCC(=O)N(CC(C)C)c1c(N)n(Cc2ccccc2)c(=O)[nH]c1=O
 : 2	16	-3	2.4	0.7	102	-1	4	2.0	7	0.1
> Cc1cc(C)c2cc(CN(Cc3ccc4c(c3)OCO4)Cc3nnnn3Cc3ccco3)c(=O)[nH]c2c1
 : -1	1	12	2.8	1.4	106	10	-21	-0.5	-23	-1.7
> Cc1cc(Cl)c2oc(C(=O)N3CCN(c4ccncc4)CC3)c(C)c2c1
 : -1	28	-13	2.6	1.2	89	1	450*	3.2	4	-0.2
> [O-]/[N+](=C/c1ccc(F)cc1)c1ccc(Cl)cc1
 : -7	0	1	x	1.4	109	8	181	0.1	-4	-1.4
> CC(C)(C)NC(=O)C(c1ccc(O)cc1)N(Cc1ccco1)C(=O)Cn1nnc(-c2cccs2)n1 (centres undefined)
 : -2	-1	-3	0.4	-0.9	100	-10	-18	1.2	-7	1.6
> CNC(=O)c1c(NC(=O)C2=COCCO2)sc2c1CCN(C(=O)OC)C2
 : -1	2	-4	4.3	4.1	97	15	1	0.7	-2	-2.7
> COC(=O)c1c(C(=O)OC)n(CCCN)c2ccc(C)cc12
 : -5	-6	-5	1.6	-0.8	101	-3	441	1.2	-21	0.5
> O=C(COc1ccc(Br)cc1)N1CCc2ccccc2C1
 : -5	10	4	-1.9	1.5	100	-7	71	-0.8	7	1.4
> CCCn1c2ccccc2c2nc3ccccc3nc21
 : -1	3	-4	2.5	-1.2	99	12	164	-2.2	-4	-2.4
> CC(=O)CSc1nnc(Cc2ccc3c(c2)OCO3)o1
 : -4	5	-2	1.9	-1.4	x	12	129	-1.1	x	-2.0
> N/C(=N\OC(=O)C(c1ccccc1)c1ccccc1)c1ccncc1
 : 0	-8	1	1.9	-2.5	95	-3	-7	0.4	6	0.6
> CC(=O)c1ccccc1OCCn1nc(C(=O)O)c2ccccc2c1=O
 : -2	15	2	2.5	2.9	94	-11	41	0.1	-8	1.3
> CCN(CC(=O)Nc1c(F)cccc1F)C(=O)c1cc(C)oc1C
 : 10	-8	1	2.6	-1.2	104	2	-17	-0.7	x	-0.3
> COc1ccc(CN2C(=O)[C@H]3Cc4c([nH]c5ccccc45)C(C)(C)N3C2=O)cc1
 : -10	4	6	3.7	3.6	103	-26	16	1.0	-14	4.8
> CCCCC(c1nnnn1CC1CCCO1)N1CCN(c2cccc(C)c2C)CC1 (centres undefined)
 : -7	-2	6	2.4	0.9	x	-9	-8	0.7	x	1.9
> COc1ccc(C(=O)c2sc(Nc3ccccc3)nc2N)cc1OC
 : 6	34	1	3.1	-2.1	95	13	-4	-1.2	13	-2.8

Bioassay records deposited in PubChem BioAssay by several laboratories.

Outcome played no part in choosing rows. About 2.8% of those tested had a hit in this group.
